# esBAF inh – inhibitors of esBAF chromatin remodeling in mouse ES cells. Bmi1-luciferase knock-in reporter, 24 h; 100% = twice the neutral-well signal. reporter increase, % at 12.5 µM. 350,000 tested, 2% active; in the data active means activation above about 40%;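 further: 0% = median of the plate's neutral control wells and 100% = double that signal; a rise in the Bmi1 reporter signal indicates esBAF inhibition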
# Statin myotox sup – protects C2C12 myotubes from simvastatin toxicity; rescue of ATP level, % at 7.49 µM; 330,000 tested, 0.78% active; ATP luminescence, 48 h; scaled: DMSO 0, geranylgeraniol control 100; AID 602340;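 active means mean ATP rescue above about 67%, or every replicate alone reaching that limit, limit read from the data, passing the limit was not always enough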;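 further: myotubes were challenged with 10 µM simvastatin during compound exposure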
# SIRT5 block – inhibitors of human sirtuin-5 desuccinylase. Purified SirT5, succinyl-peptide AMC, trypsin-coupled fluorescence. 330,000 tested, 1.1% active. inhibition, % at 15 µM; in the data active means inhibition above about 15%
# Target sequence (Q9NXA8 whole entry, looked up): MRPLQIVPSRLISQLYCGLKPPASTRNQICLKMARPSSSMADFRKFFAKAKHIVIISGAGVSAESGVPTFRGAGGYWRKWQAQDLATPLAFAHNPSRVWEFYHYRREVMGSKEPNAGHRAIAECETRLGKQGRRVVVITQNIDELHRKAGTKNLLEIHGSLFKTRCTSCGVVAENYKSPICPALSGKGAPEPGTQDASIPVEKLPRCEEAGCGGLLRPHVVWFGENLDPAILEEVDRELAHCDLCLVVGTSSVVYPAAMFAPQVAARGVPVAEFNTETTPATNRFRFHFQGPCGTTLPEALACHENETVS
# Cneo AK release – causes C. neoformans cell lysis. adenylate kinase release luminescence, 4 h; normalised: neutral wells 0, clomiphene wells 100. lysis activity, % at 15 µM. 360,000 tested, 0.2% active. AID 651654;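 active means mean lysis activity across replicates of at least 80%, whatever share of replicates individually reach that level; inactive means mean lysis activity below 80%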
#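 Material: C. neoformans cells | Amount: Yeast cell density of 5 × 10^6 cells/mL | Medium: Fresh YPD growth medium | Dosing: Single dose | Times: Static 4 h at 37 °C with compound, 1 h detection | Detection: AK luminescence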
# ERp5 block – ERp5 (human) disulfide isomerase inhibition. 350,000 tested, 0.05% active. ERp5 insulin aggregation, absorbance 650 nm, 90 min. inhibition, % at 9.99 µM. AID 651711. Q15084;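 active means mean replicate inhibition above about 25%, with every replicate also reaching it, limit read from the data, passing the limit was not always enough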
# Target sequence (Q15084 whole entry, looked up): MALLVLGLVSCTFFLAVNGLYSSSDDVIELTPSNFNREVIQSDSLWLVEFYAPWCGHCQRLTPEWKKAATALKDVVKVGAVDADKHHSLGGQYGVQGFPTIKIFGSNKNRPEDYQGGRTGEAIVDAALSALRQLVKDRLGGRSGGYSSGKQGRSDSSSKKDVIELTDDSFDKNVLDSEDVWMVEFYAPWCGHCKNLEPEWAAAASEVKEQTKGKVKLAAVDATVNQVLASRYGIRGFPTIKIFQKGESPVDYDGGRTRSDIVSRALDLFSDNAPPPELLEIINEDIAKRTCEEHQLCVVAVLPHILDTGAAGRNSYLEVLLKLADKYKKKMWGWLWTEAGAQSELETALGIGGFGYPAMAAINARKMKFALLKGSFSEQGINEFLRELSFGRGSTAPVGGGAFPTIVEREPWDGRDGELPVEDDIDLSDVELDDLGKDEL
# ARNT TACC3 PPI – ARNT/TACC3 interaction disruption; AlphaScreen His-ARNT PAS-B/GST-TACC3 binding, luminescence; TACC3 fragment carries E629A point mutation; inhibition, % at 9.99 µM; 390,000 tested, 0.66% active; AID 623870;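 active means mean inhibition of replicates at least 50% and at least half of replicates each reaching 50%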;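 further: 0% = complete ARNT plus TACC3 wells and 100% = ARNT alone without TACC3; many hits fall short of the cut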
# miR-122 sensor – miR-122 inhibition in Huh7 cells | Huh7 miR-122 Renilla luciferase sensor, 48 h; neutral wells = 0, positive control = 100 | activation (reporter increase), % at 12.5 µM | 340,000 tested, 0.3% active;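 active means mean replicate activation score at least 90 and every replicate individually at or above 90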;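 further: higher luciferase means less miR-122 activity so hits act as miR-122 inhibitors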
# * = called active by the depositor; . = no result given; [ ] = another dose, or the depositor's remark.
SMILES,esBAF inh,Statin myotox sup,SIRT5 block,Cneo AK release,ERp5 block,ARNT TACC3 PPI,miR-122 sensor
CC(=O)C1=CCC(c2ccc(C)cc2)N(S(=O)(=O)c2ccc(C)cc2)C1 (configuration not stated),-3,15,-2,-13,-7,.,34
CC(C)(C)c1ccc(S(=O)(=O)NCc2ccc(C(=O)NCC3CCCO3)cc2)cc1 (configuration not stated),.,.,0,-1,0,1,-6
CCS(=O)(=O)N1CCCCN2[C@H](C1)[C@@H](c1ccc(C#CC(C)(C)O)cc1)[C@@H]2CO,.,.,1,-1,2,-4,5[16.7 µM]
CCc1noc(C)c1C(=O)Nc1ccc(C(F)(F)F)cc1,.,.,0,-1,3,-4,3
CO[C@H]1CN(C)C(=O)c2cc(NC(=O)Nc3cccc(Cl)c3)ccc2OC[C@H](C)N(C)C[C@H]1C,0,-41,0,-1,5,-7,-4[16.7 µM]
C[C@@H]1CN([C@@H](C)CO)C(=O)c2cc(NC(=O)Nc3ccc(F)cc3)ccc2O[C@@H]1CN(C)C(=O)Nc1cccc2ccccc12,0,-26,0,2,-3,8,-7[16.7 µM]
CCCCC(CC)CNC(=O)CCCCn1c(=O)[nH]c2ccsc2c1=O (configuration not stated),-5,8,10,-4,2,-6,31
COc1ccc(CCNC(=O)CCC2COc3ccccc3O2)cc1OC (configuration not stated),-8,23,.,-2,.,-1,-1
O=C(CSC1=NCCN1)Nc1ccccc1[N+](=O)[O-],.,.,-13,.,-5,-3,.
C/C=C/c1cnc2c(c1)C(=O)N([C@H](C)CO)C[C@@H](C)[C@H](CN(C)C(=O)Cc1ccccn1)O2,-3,2,2,6,1,2,.
CC(=O)Nc1sc(-c2ccccc2)nc1-c1ccccc1,.,.,-5,.,3,3,.
CCN(CC)c1ccc(C(=O)OCc2cc(=O)oc3cc(O)ccc23)cc1,.,.,.,3,.,-2,15
O=C(N[C@H]1C=C[C@@H](CC(=O)N2CCCCC2)O[C@H]1CO)c1ccc2c(c1)OCO2,-2,0,-1,-4,-3,-1,.
CCN(CC)C(=O)c1cc2c(=O)c3cc(Cl)ccc3oc2nc1C,45*,2,7,3,4,-3,-1
O=[N+]([O-])c1ccc(Cc2nnc(-c3ccc(F)cc3)o2)cc1,.,.,-2,.,4,5,.
O=C(Oc1ccc(/C=N/O)cc1)c1ccccc1,6,3,.,-4,.,.,10
Cc1ccc(C)c2[nH]c(=O)c(CCNC(=O)c3cccs3)cc12,1,-6,-2,0,-2,-16,0
Cc1ccc(C2OCC3(CO2)COC(c2ccc(C)cc2)OC3)cc1 (configuration not stated),.,.,0,.,2,-2,.
CC(C)C(=O)N1CCC1(C)C(=O)NCc1ccc(C(C)(C)C)cc1 (configuration not stated),-3,-1,.,0,8,.,-3
NS(=O)(=O)c1ccc(NC(=O)Cc2cccs2)cc1,4,0,-1,0,1,1,-5
COc1ccc(-n2c(Cc3cccn3C)nnc2SCC(=O)Nc2ccccc2)cc1,9,2,-1,-2,-2,.,0
CCCN(CC(=O)Nc1ccccc1C)C(=O)C1CC(=O)N(Cc2ccccc2)C1 (configuration not stated),6,-4,-3,1,-4,-2,.
O=C(c1ccc(Cl)cc1)N(Cc1ccco1)C1CCS(=O)(=O)C1 (configuration not stated),-2,5,-2,3,0,-4,.
COc1ccccc1C#Cc1ccc([C@@H]2[C@@H](C#N)N(C(=O)C3CCC3)[C@@H]2CO)cc1,9,15,2,0,4,15,.
COc1ccc(/C=C/C(=O)N2CCN(c3ccccn3)CC2)cc1,1,3,-1,-5,4,1,-2
O=C(NNc1nc(-c2ccccc2)c2cc(Br)ccc2n1)c1ccc(S(=O)(=O)N2CCOCC2)cc1,.,.,3,1,-2,0,3
O=C(O)C1CSC2(c3ccc4c(c3)OCCO4)CCC(=O)N12 (configuration not stated),-6,-6,.,-1,.,-7,1
N#C/C(=C\c1cccc(O)c1)C(=O)N1CCCCC1,0,0,-1,0,5,8,2
COc1ccccc1NC(=O)C1(c2ccccc2)CCCC1,4,20,4,6,-4,-16,4
CCCNC(=O)[C@H]1[C@H](CO)[C@H]2Cn3c(ccc(-c4cccc(OC)c4)c3=O)[C@@H]1N2C(=O)NCCC,1,17,-33,-6,-5,1,-5[16.7 µM]
CCS(=O)(=O)N1CCC(C(=O)NCc2cccc(OC)c2)CC1,-6,3,-8,65,-12,-3,-1
CCCSc1ccc([C@@H]2[C@H]3C(=O)N(CC)C(=O)[C@H]3[C@]3(C(=O)OC)CCCN23)cc1OC,12,3,.,-2,8,2,.
O=C(NC(=S)Nc1cc(C(F)(F)F)ccc1N1CCOCC1)c1ccco1,.,.,1,8,-3,9,1
CSCCC(CO)NC(=O)OCc1ccccc1 (configuration not stated),0,10,.,-1,.,-4,-11
Cc1ccccc1C1NC(=S)NC2=C1C(=O)CC(C)(C)C2 (configuration not stated),.,.,-2,.,1,3,.
CCN(C[C@H]1N[C@@](CC)(C(=O)OC)[C@H]2C(=O)N(C)C(=O)[C@@H]12)S(=O)(=O)c1ccc(C(C)(C)C)cc1,-11,-9,-1,-3,4,-5,-7
O=C(CCNC(=O)N1CC(=O)Nc2ccccc21)Nc1ccc(Cl)cc1,-5,3,-2,-1,-1,1,-4
COc1ccc(C2C(C(=O)N3CC(C)CC(C)C3)c3ccccc3C(=O)N2C)cc1 (configuration not stated),-8,18,.,0,.,3,-7
CC(C)Oc1cccc(C(=O)C2CCCN(C(=O)c3ccoc3)C2)c1 (configuration not stated),13,-2,0,2,2,2,2
CCOCCCNC(=O)c1c[nH]c2ccc(S(=O)(=O)Nc3cccc(OC)c3)cc2c1=O,-1,-2,.,0,.,-3,14
CCOC(=O)c1c(C)[nH]c(C(=O)COC(=O)c2ccccc2NC(=O)c2ccco2)c1C,12,-10,.,10,.,-2,6
Cc1ccc(OC(C)C(=O)N(C)Cc2ccccc2)c([N+](=O)[O-])n1 (configuration not stated),-15,9,-3,6,4,-1,.
Cc1ccc(-n2c(SCC(=O)NCCC3=CCCCC3)nc3n[nH]c(C)c3c2=N)cc1Cl,-8,-13,-1,-2,0,-1,.
CCOCCCNC(=O)C1CCC(=O)N1CCc1ccccc1 (configuration not stated),-11,.,.,0,.,-10,-1
N#Cc1cc([N+](=O)[O-])ccc1NC(=O)COC(=O)C1CC2CCCC(C1)C2=O (configuration not stated),.,.,1,.,1,9,.
C[C@H](CO)N1C[C@H](C)[C@@H](CN(C)C)Oc2ccc(NC(=O)CCC(F)(F)F)cc2CC1=O,3,-4,-1,-1,-3,-5,-3[16.7 µM]
OCCCCNCc1ccc(OCc2ccccc2Cl)cc1,7,-4,.,0,.,-7,2
CCCC1CCC(C(=O)n2nc(N)c3cc4ccc(OC)cc4nc32)CC1 (configuration not stated),-19,1,0,-8,-3,-3,1
COc1ccc(-c2cc3nc(C)cc(N4CCN(C(=O)c5ccco5)CC4)n3n2)cc1,-4,-8,-3,1,1,.,-2
O=C1C(c2ccccc2)c2ccccc2N1Cc1ccccc1 (configuration not stated),3,4,.,0,-4,-28,1

# (more compounds)
SMILES,esBAF inh,Statin myotox sup,SIRT5 block,Cneo AK release,ERp5 block,ARNT TACC3 PPI,miR-122 sensor
COc1ccc(NS(=O)(=O)c2ccc(OCC(=O)N3CCCC3)cc2)cc1,2,9,.,-3,.,-9,0
O=C(COC(=O)/C=C/c1ccccc1F)Nc1nnc(-c2ccccc2)o1,2,-2,0,5,-3,39,-1
COCC(=O)N1[C@H](CO)[C@H](c2ccc(C3=CCCCC3)cc2)[C@@H]1C#N,2,-4,-7,2,-1,-2,.
CCOC(=O)c1cnc(-c2ccccc2)nc1Oc1ccc(Cl)c(Cl)c1,-5,-17,.,2,.,-9,-3
Cc1ccc(-c2nn(-c3ccccc3)cc2CN(C)C(=O)CCC(=O)O)cc1C,9,-3,0,-3,3,-5,11
CN1C(C)(C)c2ccccc2OS1(=O)=O,-5,-19,0,0,-2,.,-4
CC(C)C[C@@H](CN)NC(=O)c1nc[nH]c1C(=O)N[C@@H](CC(C)C)C(=O)CNC[C@H](C)NC(=O)c1nc[nH]c1C(=O)N[C@@H](CC(C)C)C(=O)O,-4,-8,.,-5,.,10,0
O=C(Nc1cccc(-c2nc3cccnc3s2)c1)C1c2ccccc2Oc2ccccc21,9,10,-3,2,7,-3,.
O=C(C[C@@H]1C[C@@H]2c3cc(NC(=O)CC4CC4)ccc3O[C@@H]2[C@@H](CO)O1)NCc1ccc(-c2ccccc2)cc1,13,-21,5,-2,9,-7,-8[16.7 µM]
C[C@H]1CN([C@@H](C)CO)C(=O)c2cc(C#CCN(C)C)cnc2O[C@H]1CN(C)C(=O)c1ccc2c(c1)OCO2,3,3,-2,2,15,-5,.
C[C@H](CO)N1C[C@H](C)[C@@H](CN(C)C(=O)Nc2ccc(C(F)(F)F)cc2)Oc2ccc(NC(=O)Cc3ccccc3)cc2CC1=O,-8,1,3,0,-11,-1,-2[16.7 µM]
C1CNC(C23CC4CC(CC(C4)C2)C3)=N1,4,-1,-3,22,0,7,2
COc1cccc(CNC(=O)COc2cc3c(c4oc(=O)cc(C)c24)CCC(C)(C)O3)c1,1,-5,-4,-2,-3,-6,3
C[C@@H]1CN([C@@H](C)CO)S(=O)(=O)c2ccc(C3=CCCCC3)cc2O[C@@H]1CN(C)Cc1cncnc1,-4,2,5,53,0,4,13[16.7 µM]
C[C@@H](C(=O)N[C@@H](Cc1ccccc1)C(=O)O)n1nnc2ccccc2c1=O,-6,26,-2,10,8,-4,-10
CCOc1ccc(S(=O)(=O)N(C)CC(=O)NCc2ccc3c(c2)OCO3)cc1,-3,31,0,-5,-2,4,1
O=C(c1ccco1)N1CCN(C2CN(Cc3ccccc3)S(=O)(=O)C2)CC1 (configuration not stated),-4,-2,-1,-1,-3,.,-1
CC(CC1CC(C)(C)OC1=O)C(=O)Nc1nncs1 (configuration not stated),-1,18,.,-3,.,-5,-2
O=C(c1ccc(Br)o1)N1CCN(c2ccc3nnc(-c4ccc(F)cc4)n3n2)CC1,2,-3,-4,-2,5,0,-11
Cc1cc(C)c2cc(C#N)c(N3CCNCC3)nc2c1,-3,-2,-5,1,-2,.,7

# Single records (already shown).
# COc1cccc(CNC(=O)COc2cc3c(c4oc(=O)cc(C)c24)CCC(C)(C)O3)c1 is entered as esBAF inh = 1; Statin myotox sup = -5; SIRT5 block = -4; Cneo AK release = -2; ERp5 block = -3; ARNT TACC3 PPI = -6; miR-122 sensor = 3
# Cc1cc(C)c2cc(C#N)c(N3CCNCC3)nc2c1 is entered as esBAF inh = -3; Statin myotox sup = -2; SIRT5 block = -5; Cneo AK release = 1; ERp5 block = -2; ARNT TACC3 PPI = .; miR-122 sensor = 7

# Three records picked at random from those above, as already listed:
SMILES,esBAF inh,Statin myotox sup,SIRT5 block,Cneo AK release,ERp5 block,ARNT TACC3 PPI,miR-122 sensor
O=C(O)C1CSC2(c3ccc4c(c3)OCCO4)CCC(=O)N12 (configuration not stated),-6,-6,.,-1,.,-7,1
CCc1noc(C)c1C(=O)Nc1ccc(C(F)(F)F)cc1,.,.,0,-1,3,-4,3
C[C@@H]1CN([C@@H](C)CO)S(=O)(=O)c2ccc(C3=CCCCC3)cc2O[C@@H]1CN(C)Cc1cncnc1,-4,2,5,53,0,4,13[16.7 µM]

# Next part.
SMILES,esBAF inh,Statin myotox sup,SIRT5 block,Cneo AK release,ERp5 block,ARNT TACC3 PPI,miR-122 sensor
COc1ccc(-n2cc(CNCc3cnc4ccccn34)c(-c3cccc(F)c3)n2)cc1,.,.,2,.,2,3,.
COC(=O)C[n+]1cccc2ccccc21,5,-7,3,2,3,.,-6
C[C@@H](O)C#Cc1cnc2c(c1)C(=O)N([C@@H](C)CO)C[C@H](C)[C@@H](CN(C)Cc1cccc(F)c1)O2,3,15,0,18,12,1,-7[16.7 µM]
CCc1nnc(NC(=O)c2ccc(Br)o2)s1,28,10,-6,-2,0,1,3
CCOC(=O)c1c(S(=O)(=O)Nc2ccccc2OCC)c(C)n(C)c1C,-9,18,-4,18,.,2,-2

# Single values from the results shown:
# In Statin myotox sup, COC(=O)C[n+]1cccc2ccccc21 has the entry -7
# In ARNT TACC3 PPI, COc1ccc(-n2cc(CNCc3cnc4ccccn34)c(-c3cccc(F)c3)n2)cc1 has the entry 3

# Screens: PubChem BioAssay, Broad Institute
